# Screening data from PubChem BioAssay.
# SRC1 TRFRET art – counter-screen for PPARgamma SRC-1 recruitment agonists: TR-FRET artefact | 99,000 tested, 0.34% active | TR-FRET ratio at 8 µM | TR-FRET detection artefact counter-screen, emission ratio; active compounds read high; in the data active = TR-FRET ratio above about 2300; note: inactives centre near 1800; reference of the scale not given here
# SRC3 TRFRET art – TR-FRET artefact, counter-screen to PPARgamma/SRC-3 agonist assay; PPARgamma/SRC-3 format; active compounds read high; TR-FRET ratio at 8 µM; 99,000 tested, 0.39% active; AID 1048; in the data active = TR-FRET ratio above about 2000; note: inactives centre near 1600; reference of the scale not given here
# The depositor's hits bear a star.
[1] COCCn1c(SCC(=O)Nc2ccccc2)nc2c(oc3ccccc32)c1=O
[2] O=C(NCc1cccnc1)C(=O)Nc1ccc2c(c1)OCO2
[3] NC(=NCCc1ccc(Cl)cc1)NS(=O)(=O)c1ccc(F)cc1
[4] COc1ccc(C(=O)N=C2CCC(C#N)=C3c4cc(OC)c(OC)cc4CCN23)cc1
[5] CCc1ccc(N2C(=O)CC(NNc3nc4ccccc4s3)C2=O)cc1 (stereo not drawn)
[6] COc1cc(CN2CCCC(CO)(Cc3ccccc3C)C2)cc2c1OCO2 (stereo not drawn)
[7] COc1ccc(/C=N/NC(=O)c2cccc(C(F)(F)F)c2)cc1
[8] COc1ccc(C(=O)Oc2cc(C)[nH]c(=O)c2[N+](=O)[O-])cc1

compound no. | 1 | 2 | 3 | 4 | 5 | 6 | 7 | 8
SRC1 TRFRET art | 1692 | 1470 | 1865 | 1937 | 1526 | 1650 | 1901 | 1810
SRC3 TRFRET art | 1623 | 1427 | 1618 | 1789 | 1406 | 1632 | 1537 | 1562

# From no. 3 to 8, copied from above:
[3] NC(=NCCc1ccc(Cl)cc1)NS(=O)(=O)c1ccc(F)cc1
[4] COc1ccc(C(=O)N=C2CCC(C#N)=C3c4cc(OC)c(OC)cc4CCN23)cc1
[5] CCc1ccc(N2C(=O)CC(NNc3nc4ccccc4s3)C2=O)cc1 (stereo not drawn)
[6] COc1cc(CN2CCCC(CO)(Cc3ccccc3C)C2)cc2c1OCO2 (stereo not drawn)
[7] COc1ccc(/C=N/NC(=O)c2cccc(C(F)(F)F)c2)cc1
[8] COc1ccc(C(=O)Oc2cc(C)[nH]c(=O)c2[N+](=O)[O-])cc1

compound no. | 3 | 4 | 5 | 6 | 7 | 8
SRC1 TRFRET art | 1865 | 1937 | 1526 | 1650 | 1901 | 1810
SRC3 TRFRET art | 1618 | 1789 | 1406 | 1632 | 1537 | 1562

# Next section:
[9] N#CC(C#N)=C1C=CC=CN1/C(=C\c1ccco1)C(=O)c1ccccc1
[10] Cc1cc(C)nc(SCc2ccc(C(=O)NNC(=O)Nc3cccc(Cl)c3)cc2)n1
[11] O=C1Nc2ccccc2N(O)N1c1ccc(Cl)cc1
[12] COc1ccc2c(c1)CC/C2=N\OC(=O)c1ccccc1C
[13] COC(=O)c1sc(NC(=O)C(C)c2ccccc2)nc1C (stereo not drawn)
[14] C#CCOCCOCCOCCNc1nc(N2CCN(C(=O)C(Cc3cc4ccccc4[nH]3)n3cc(C(N)C(C)CC)nn3)CC2)nc(N2CCN(C(=O)C(Cc3cc4ccccc4[nH]3)n3cc(C(N)C(C)CC)nn3)CC2)n1 (stereo not drawn)
[15] CC1CCCC(C)N1/N=C/C=C/c1ccccc1[N+](=O)[O-] (stereo not drawn)
[16] CCOc1cc(CNCCO)ccc1OCC(=O)NC(C)(C)C

compound no. | 9 | 10 | 11 | 12 | 13 | 14 | 15 | 16
SRC1 TRFRET art | 1596 | 1721 | 1626 | 1834 | 1780 | 1555 | 1772 | 2028
SRC3 TRFRET art | 1552 | 1492 | 1758 | 1496 | 1625 | 1299 | 1516 | 1530

[17] COc1ccc2cc(C(c3nnnn3C3CCCC3)N3CCOCC3)c3nnnn3c2c1 (stereo not drawn)
[18] O=C(CSc1nc(C2CCCCC2)nc2ccccc12)N1CCCC1
[19] CCNC(=O)c1c(O)c2ccccc2[nH]c1=O
[20] CNC(=O)c1c(Br)cnn1-c1ccc(C)cc1
[21] Cc1ccc(-n2nc(C)c(/C=N/NC(=O)c3cccs3)c2Cl)cc1
[22] N#Cc1cccc(NC(=O)COC(=O)c2ccccc2C(=O)c2ccc(Cl)c([N+](=O)[O-])c2)c1
[23] CCOC(=O)C1(Cc2ccc(Cl)cc2)CCN(C(=O)CCc2cnccn2)CC1
[24] COc1cccc(/C=N/NC(=O)C(=O)N/N=C/c2cccc(OC)c2O)c1O

compound no. | 17 | 18 | 19 | 20 | 21 | 22 | 23 | 24
SRC1 TRFRET art | 1728 | 1778 | 1832 | 1660 | 1735 | 1616 | 1814 | 1904
SRC3 TRFRET art | 1539 | 1727 | 1272 | 1755 | 1445 | 1386 | 1570 | 1584

[25] CC(Sc1nnc(-c2ccco2)o1)C(=O)NCCC1=CCCCC1 (stereo not drawn)
[26] CC(c1nccs1)N(C)c1nc2nonc2nc1NC1CC1 (stereo not drawn)
[27] c1ccn2cc(C34CC5CC(CC(C5)C3)C4)nc2c1
[28] COc1ccc(COc2cc(-c3cccc(OC)c3)nc3ccc(NC(=O)c4cccnc4)cc23)cc1
[29] CN(c1ccccc1)S(=O)(=O)c1cccc(NC(=O)Cc2c(F)cccc2Cl)c1
[30] Cc1ccc(C(=O)NCc2nnc(SCC(=O)Nc3ccccc3)n2C)cc1
[31] COc1ccc(CC(=O)OC(C)CN2CCCCC2)cc1 (stereo not drawn)
[32] C=CCNc1nc(N)c(C(=C(C#N)C#N)c2ccc(Br)cc2)s1

compound no. | 25 | 26 | 27 | 28 | 29 | 30 | 31 | 32
SRC1 TRFRET art | 2069 | 1586 | 1703 | 1776 | 1769 | 1603 | 1803 | 1785
SRC3 TRFRET art | 1790 | 1626 | 1593 | 1492 | 1575 | 1298 | 1754 | 1483

[33] COc1cnc(-c2ccccc2)[nH]c1=O
[34] N#Cc1c(-c2ccccc2F)cc(C2CC2)nc1SCC(=O)c1cccs1
[35] Cc1cccc(NC(=S)N2CCn3cccc3C2c2cccnc2)c1 (stereo not drawn)
[36] Oc1cc2c(cc1C(c1ccc(Br)cc1)N1CCCC1)OCO2 (stereo not drawn)
[37] CC(=O)Oc1ccc2c(=O)c(Oc3ccccc3)coc2c1OC(C)=O
[38] CCN(CC)S(=O)(=O)c1ccc(NC(=O)C2CCCN(C(=O)c3ccc(Cl)cc3)C2)cc1 (stereo not drawn)
[39] COc1ccc(NC(=S)N(CCCN2CCN(C)CC2)Cc2cccs2)cc1
[40] COc1cccc2cc(C(C)N(CCCN3CCOCC3)C(=S)Nc3cc(C)ccc3C)oc12 (stereo not drawn)

compound no. | 33 | 34 | 35 | 36 | 37 | 38 | 39 | 40
SRC1 TRFRET art | 1846 | 2005 | 1660 | 1997 | 1759 | 1785 | 1533 | 1959
SRC3 TRFRET art | 1587 | 1749 | 1550 | 1759 | 1450 | 1816 | 1362 | 1749

# Reformatted as tab-separated lines: part of the list above.
No.	Molecule	SRC1 TRFRET art	SRC3 TRFRET art
34	N#Cc1c(-c2ccccc2F)cc(C2CC2)nc1SCC(=O)c1cccs1	2005	1749
35	Cc1cccc(NC(=S)N2CCn3cccc3C2c2cccnc2)c1 (stereo not drawn)	1660	1550
36	Oc1cc2c(cc1C(c1ccc(Br)cc1)N1CCCC1)OCO2 (stereo not drawn)	1997	1759
37	CC(=O)Oc1ccc2c(=O)c(Oc3ccccc3)coc2c1OC(C)=O	1759	1450

# New compounds follow.
[41] O=C(O/N=C(/c1ccccc1)c1ccncc1)c1ccccc1[N+](=O)[O-]
[42] CCCCCC(=O)NNC(=S)NC(=O)c1ccccc1[N+](=O)[O-]
[43] CCCOc1ccc(N2C(=O)CC(N(CCC)C(=O)CCC(=O)O)C2=O)cc1 (stereo not drawn)
[44] COc1ccc(CC(NC(C)=O)C(=O)NC2CCN(C(=O)c3ccc(OC)c(OC)c3)CC2)cc1OC (stereo not drawn)
[45] CC(C)(C)NC(=O)C1CCN(S(=O)(=O)c2cccc(C(F)(F)F)c2)CC1
[46] Cc1c(/C=C/C(=O)c2ccc(C(C)C)cc2)cnn1C
[47] CCc1ccc(NC(=O)CSc2nc3c(c(=O)n(C)c(=O)n3C)n2C)cc1
[48] COc1ccccc1NC(=O)c1ccc(NC(=O)COC(=O)C2CCCO2)cc1 (stereo not drawn)

compound no. | 41 | 42 | 43 | 44 | 45 | 46 | 47 | 48
SRC1 TRFRET art | 1662 | 1953 | 1861 | 1830 | 1734 | 1793 | 1764 | 1963
SRC3 TRFRET art | 1645 | 1547 | 1782 | 1636 | 1424 | 1456 | 1671 | 1545

# An excerpt from above in order of molar mass, high to low.
[48] COc1ccccc1NC(=O)c1ccc(NC(=O)COC(=O)C2CCCO2)cc1 (stereo not drawn)
[45] CC(C)(C)NC(=O)C1CCN(S(=O)(=O)c2cccc(C(F)(F)F)c2)CC1
[41] O=C(O/N=C(/c1ccccc1)c1ccncc1)c1ccccc1[N+](=O)[O-]
[42] CCCCCC(=O)NNC(=S)NC(=O)c1ccccc1[N+](=O)[O-]

compound no. | 48 | 45 | 41 | 42
SRC1 TRFRET art | 1963 | 1734 | 1662 | 1953
SRC3 TRFRET art | 1545 | 1424 | 1645 | 1547

# Next part.
[49] C/C(=N\NC(=O)c1c(C)nc2ccccn12)c1ccc(N2CCOCC2)cc1
[50] COc1ccccc1-n1cnc2c(c1=O)c1nc3ccccc3nc1n2-c1ccc(C)c(C)c1
[51] Cc1ccc(Nc2ncc(C(=O)NCCCN3CCN(C)CC3)c3ccccc23)cc1Cl
[52] COc1ccc2c(c1)Cc1sc(NC(=O)c3cccnc3)nc1-2
[53] CCCc1cc(-c2nc(-c3ccc(C)cc3)cs2)ccn1
[54] COc1ccc(OC)c(/C=N\NC(=O)CC(=O)NCCc2ccccc2)c1
[55] Cc1ncc(CN2CCN(CCC(C)C)C(CCO)C2)s1 (stereo not drawn)
[56] Cc1cc(C)n(C(=O)c2sc3cc(F)ccc3c2Cl)n1

compound no. | 49 | 50 | 51 | 52 | 53 | 54 | 55 | 56
SRC1 TRFRET art | 1739 | 1771 | 1919 | 1836 | 1740 | 2318* | 1657 | 1879
SRC3 TRFRET art | 1505 | 1608 | 1588 | 1342 | 1660 | 1704 | 1771 | 1676

[57] O=C(/C=C/c1ccc2c(c1)OCCCO2)c1ccc2ccccc2c1O
[58] COCCNC(C)C(=O)Nc1ccc(Br)cc1 (stereo not drawn)
[59] COC(=O)CN1C(=O)C(O)(CC(=O)c2ccc(C)cc2)c2cc(Br)ccc21 (stereo not drawn)
[60] CCC(=O)Nc1ccc(N2CCOCC2)c(S(=O)(=O)Nc2ccc(OC)cc2)c1
[61] O=C1CN(C(=O)COC(=O)CCCOc2ccccc2)c2ccccc2N1
[62] O=C(Cc1ccccc1F)Nc1nc2ccccc2[nH]1
[63] Cc1cc(O)ccc1NC1=CC(=O)CC(C)(C)C1
[64] COc1ccc(CC(=O)Nc2cccc3ncccc23)cc1OC
[65] COc1cc(C(=O)OCC(=O)Nc2sccc2C(N)=O)cc(OC)c1OC
[66] Cc1ccccc1-n1nc(-c2cccnc2)cc1C(=O)N/N=C/c1ccncc1

compound no. | 57 | 58 | 59 | 60 | 61 | 62 | 63 | 64 | 65 | 66
SRC1 TRFRET art | 1581 | 1747 | 1458 | 1535 | 1867 | 1606 | 1843 | 1772 | 1834 | 1944
SRC3 TRFRET art | 1702 | 1643 | 1602 | 1551 | 1820 | 1510 | 1678 | 1611 | 1467 | 1555

# The list is partial. The share of hits here may be higher or lower than overall.
